Screens (PubChem)
AGP1 TOR yeast = modulators of AGP1-GFP expression in yeast TOR pathway, primary screen, cell-based, multiplex flow cytometry, S. cerevisiae, MLPCN library; 3 h; GFP as percent of DMSO wells; GFP response vs DMSO, % at 10 µM; actives 0.02% (n = 320,000); AID 2066, 2009;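 active means GFP response relative to DMSO above a set limit, near screen average plus 3 SD, cut at about 150% in these data; inconclusive means fewer than 70 cells counted for the yeast strain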;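 further: median GFP channel fluorescence of the gated AGP1 strain per well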
Yeast superoxide = reduction of superoxide in aged yeast, primary screen, HTS; actives 0.18% (n = 330,000); S. cerevisiae aged cells, superoxide DHE fluorescence; stronger effect = lower value; superoxide response (% of plate mean), % at 10 µM;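 active means superoxide response under a set limit, about three screen SD below normal, cut at about 65% in these data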;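 further: yeast aged for seven days with compound at 30 °C before DHE staining; 100% = average MFI of all compound-treated wells on the plate with controls excluded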
GRK2 inh = compounds blocking aptamer binding on GRK2 – biochemical, human GRK2, bead flow cytometry, HTS, primary screen; inhibition of aptamer binding, % at 10 µM; FAM-aptamer displacement from GRK2; actives 0.59% (n = 330,000);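 active means inhibition of aptamer binding above 40%, roughly 3 SD of noise, on plates passing a quality check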;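 further: median bead fluorescence of bound FAM aptamer so fluorescent compounds give negative values; no value below 0 was filed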
RPL19A-GFP yeast = RPL19A-GFP expression modulators in yeast, primary screen, cell-based, S. cerevisiae, multiplex flow cytometry, MLPCN. actives 0.3% (n = 330,000). percent response vs DMSO, % at 10 µM. AID 2025, 2009. S. cerevisiae RPL19A-GFP strain, 3 h; stronger effect = lower value;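 active means percent response vs DMSO below 50%; inconclusive means fewer than 70 events counted for the yeast strain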;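 further: median channel GFP fluorescence of the barcoded RPL19A-GFP strain; ratio of sample median GFP to plate DMSO average so 100% = DMSO; lower means less RPL19A-GFP as with rapamycin TOR inhibition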
LAP4 TOR yeast = modulators of LAP4-GFP expression in yeast, primary screen, S. cerevisiae, multiplex flow cytometry, MLPCN library; 3 h; median GFP as percent of DMSO wells; GFP response vs DMSO, % at 10 µM; actives 0.34% (n = 320,000);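 active means GFP response vs DMSO above a set limit, about the screen mean plus 3 SD, cut at about 150% in these data; inconclusive means under 70 cell events counted for the yeast strain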
VLA-4 inh = inhibition in human VLA-4 binding assay, primary screen, VLA-4 allosteric modulator project, MLPCN library, flow cytometry, VLA-4 expressing cells | actives 0.2% (n = 330,000) | AID 2557, 2010 | Integrin alpha-4 (Homo sapiens), P13612 | ligand binding flow cytometry | inhibition, % (about 7 µM as worked out from the volumes in the protocol); in the data active means inhibition above about 50%
Target sequence (P13612 whole entry, looked up): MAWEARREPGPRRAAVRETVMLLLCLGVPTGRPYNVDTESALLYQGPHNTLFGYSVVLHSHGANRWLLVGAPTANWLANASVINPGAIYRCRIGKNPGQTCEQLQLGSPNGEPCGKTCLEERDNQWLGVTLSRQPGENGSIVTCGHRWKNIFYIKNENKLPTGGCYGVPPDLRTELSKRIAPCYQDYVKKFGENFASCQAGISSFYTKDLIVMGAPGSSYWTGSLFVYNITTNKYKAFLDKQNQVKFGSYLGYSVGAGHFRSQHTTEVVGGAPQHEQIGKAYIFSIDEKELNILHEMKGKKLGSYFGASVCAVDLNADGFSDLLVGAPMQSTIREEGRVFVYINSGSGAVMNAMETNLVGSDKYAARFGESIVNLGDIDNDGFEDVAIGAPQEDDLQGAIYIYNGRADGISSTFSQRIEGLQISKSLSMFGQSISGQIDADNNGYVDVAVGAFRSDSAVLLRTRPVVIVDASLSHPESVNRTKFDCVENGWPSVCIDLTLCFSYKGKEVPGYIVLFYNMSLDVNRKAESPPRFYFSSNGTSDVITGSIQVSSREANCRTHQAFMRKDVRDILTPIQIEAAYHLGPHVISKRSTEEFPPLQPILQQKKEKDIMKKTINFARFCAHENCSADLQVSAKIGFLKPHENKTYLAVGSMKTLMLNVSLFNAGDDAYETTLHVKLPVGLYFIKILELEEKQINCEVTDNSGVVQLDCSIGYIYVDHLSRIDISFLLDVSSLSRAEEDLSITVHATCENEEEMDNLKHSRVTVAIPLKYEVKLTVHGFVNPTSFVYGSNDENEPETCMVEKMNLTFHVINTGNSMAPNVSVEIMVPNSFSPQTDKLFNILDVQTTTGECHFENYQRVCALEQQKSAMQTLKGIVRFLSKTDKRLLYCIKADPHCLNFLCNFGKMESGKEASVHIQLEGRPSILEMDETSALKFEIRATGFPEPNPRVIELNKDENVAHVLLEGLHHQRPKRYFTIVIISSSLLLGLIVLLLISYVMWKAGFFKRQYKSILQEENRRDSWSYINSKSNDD
CIT2 TOR yeast = modulators of CIT2-GFP expression in yeast, primary screen, S. cerevisiae, GFP fusion, multiplex flow cytometry, MLPCN library; actives 0.065% (n = 320,000); S. cerevisiae CIT2-GFP strain, 3 h; 100 means same as DMSO wells; GFP response vs DMSO, % at 10 µM; AID 2029, 2009;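 active means GFP response relative to DMSO above a set limit, near the screen mean plus 3 SD, cut at about 150% in these data; inconclusive means Fewer than 70 cells measured for a yeast strain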;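 further: ratio of well median GFP fluorescence to mean of DMSO wells on the plate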
MEP2-GFP yeast = modulators of MEP2-GFP levels in yeast, primary screen, S. cerevisiae, multiplex flow cytometry, MLPCN library | S. cerevisiae MEP2-GFP strain, 3 h; 100% = DMSO control level | GFP response vs DMSO, % at 10 µM | actives 0.51% (n = 330,000) | AID 2016, 2009;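 active means GFP response versus DMSO above a set limit, roughly screen mean plus 3 SD, cut at about 180% in these data; inconclusive means fewer than 70 cells counted for a yeast strain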;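 further: median GFP fluorescence of the barcode-gated MEP2-GFP cells per well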
* hit, by the source's call; ? = inconclusive; · = not tested or not shown; [ ] = another dose, or the depositor's remark.

SMILES | AGP1 TOR yeast | Yeast superoxide | GRK2 inh | RPL19A-GFP yeast | LAP4 TOR yeast | VLA-4 inh | CIT2 TOR yeast | MEP2-GFP yeast
Cc1cc(C)n(-c2c(C)[nH]c3ccccc23)n1 | 97.8 | 95.9 | 4.0 | 107.4 | 100.1 | 7.0 | 103.2 | 103.4
O=C(NNC(=O)c1cccnc1SCc1cccc([N+](=O)[O-])c1)c1ccc(F)cc1 | 103.9 | 114.8 | 0.0 | 107.0 | 103.8 | 14.0 | 96.9 | 106.6
O=C(CCC(=O)N1CCCC1)N1CCCC1 | 88.8 | 92.2 | 0.0 | 111.5 | 73.2 | 5.8 | 91.3 | 103.1
CCCCSc1nnc(NC(=O)CCc2ccccc2)s1 | 99.5 | 90.7 | 3.0 | 97.3 | 103.4 | -4.6 | 97.5 | 103.1
CCOc1ccccc1N1CCN(S(=O)(=O)c2ccc(F)c(F)c2)CC1 | 98.8 | 86.6 | 2.0 | 95.2 | 99.6 | -11.9 | 97.1 | 99.6
COc1ccc(-n2nnnc2SCC(=O)N2CCOCC2)cc1 | 101.7 | 99.1 | 0.0 | 99.1 | 93.8 | -30.3 | 96.8 | 98.5
Nc1c(N(CCC2=CCCCC2)C(=O)c2ccco2)c(=O)[nH]c(=O)n1Cc1ccccc1 | 107.8 | 110.5 | 3.0 | 86.1 | 115.7 | -10.3 | 103.6 | 102.5
Cc1cccc(NNC(N)=S)c1 | 101.9 | 96.7 | 0.0 | 99.6 | 112.6 | 1.0 | 97.0 | 105.9
O=C(Nc1ccc(Cl)cc1)C1CCC(=O)N1Cc1ccccc1Cl (stereo not drawn) | 79.6 | 86.7 | 9.0 | 91.5 | 92.9 | 0.0 | 93.4 | 83.6
Cn1c(NCCO)nc2c(c1=O)C1(CCCCC1)Cc1ccccc1-2 | 103.1 | 101.8 | 0.0 | 104.0 | 99.3 | 1.5 | 94.5 | 100.7
CC(C(=O)N1CCc2ccccc21)N1CCN(S(=O)(=O)c2cccc(C(F)(F)F)c2)CC1 (stereo not drawn) | 97.3 | 93.7 | 0.0 | 96.8 | 109.9 | -4.0 | 92.3 | 100.0
COc1cccc(C=O)c1OCCCOc1cccc2cccnc12 | 94.0 | 98.7 | 2.0 | 102.2 | 87.8 | 2.1 | 103.7 | 97.6
O=C(Nc1ccc(-c2nc3ccccc3o2)cc1)c1cccnc1 | 90.2 | 88.3 | 3.0 | 96.7 | 138.8 | -7.2 | 75.5 | 100.0
Cc1ccc(S(=O)(=O)N2Cc3ccccc3CC2C(=O)Nn2cnnc2)cc1 (stereo not drawn) | 99.6 | 105.4 | 2.0 | 94.8 | 88.3 | 13.7 | 99.3 | 101.7
CCOC(=O)/C(=C\c1ccc([N+](=O)[O-])o1)NC(=O)c1ccccc1 | 107.7 | 94.5 | 9.0 | 102.1 | 112.7 | -9.1 | 105.3 | 104.3
CS(=O)(=O)N1CCN(c2ccccc2NC(=O)CSc2nnc(-c3ccco3)o2)CC1 | 100.5 | 104.6 | 4.0 | 104.0 | 95.8 | -0.6 | 103.2 | 108.8
CCCc1nnc(NC(=O)CCC(=O)N2CCN(Cc3ccc(C)cc3C)CC2)s1 | 99.8 | 88.4 | 5.0 | 100.8 | 93.6 | 3.8 | 99.5 | 100.4
CCC(C)c1ccc(NC(=S)N2CCN(c3ccccn3)CC2)cc1 (stereo not drawn) | 94.3 | 106.8 | 0.0 | 114.5 | 99.1 | 7.4 | 100.7 | 105.9
CCn1c(=O)c2c(nc(SCC(=O)N3CCC(C)CC3)n2C)n(C)c1=O | ? | 107.7 | 1.0 | 48.7*[may fluoresce violet] | 80.8[may fluoresce violet] | 3.2 | ? | 363.5*[may fluoresce violet]
O=C(CCn1c(=O)oc2ccccc21)NCCCN1CCOCC1 | 103.4 | 86.6 | 1.0 | 103.6 | 94.6 | -6.4 | 105.9 | 106.4
COc1ccccc1NS(=O)(=O)c1cc(NC(=O)CCC2CCCC2)ccc1N1CCOCC1 | 88.2 | 105.8 | 0.0 | 93.5 | 90.5 | 17.2 | 84.9 | 91.7
CN1C=CC(=CC=C2C=CC(=O)C=C2)C=C1 | 99.9 | 92.7 | 0.0 | 105.3 | 100.0 | 5.7 | 107.3 | 106.3
CC(=O)N1CCN(CC(=O)Nc2ccc(SC(F)F)cc2)CC1 | 99.3 | 98.1 | 0.0 | 99.5 | 95.2 | 0.8 | 104.1 | 100.8
CCC(C)c1ccccc1N1CC(C(=O)Nc2cccc(S(=O)(=O)N3CCOCC3)c2)CC1=O (stereo not drawn) | 109.0 | 95.6 | 0.0 | 103.5 | 107.5 | 2.2 | 116.0 | 107.4
COc1ccccc1C(=O)Nc1ccnn1C1CCN(CCCc2ccccc2)CC1 | 97.8 | 86.5 | 0.0 | 99.2 | 93.4 | -132.0 | 99.9 | 112.9
COc1ccccc1NC(=O)Cc1cccs1 | 97.9 | 97.7 | 1.0 | 98.0 | 97.6 | 9.8 | 98.5 | 116.6
O=C(Nc1cccnc1)Nc1ccc(Cl)cc1Cl | 94.0 | 83.0 | 1.0 | 99.0 | 92.1 | 10.1 | 97.2 | 100.7
O=P1(O)C=C(c2ccccc2)OC(c2ccccc2)=C1 | 92.9 | 109.8 | 0.0 | 95.0 | 96.6 | -7.2 | 94.8 | 95.2
CCOC(=O)COc1ccc(C(=O)Nc2cccc(Cl)c2C)cc1 | 88.8 | 102.9 | 0.0 | 91.8 | 95.6 | -7.2 | · | 93.6
COc1ccc(CNC(=O)C2CCN(S(=O)(=O)c3cccc4cccnc34)CC2)cc1 | 107.6 | 100.8 | 0.0 | 101.1 | 94.5 | 13.1 | 103.2 | 95.9

Overlap with the part before: 3 compounds, followed by the next part.
SMILES | AGP1 TOR yeast | Yeast superoxide | GRK2 inh | RPL19A-GFP yeast | LAP4 TOR yeast | VLA-4 inh | CIT2 TOR yeast | MEP2-GFP yeast
O=P1(O)C=C(c2ccccc2)OC(c2ccccc2)=C1 | 92.9 | 109.8 | 0.0 | 95.0 | 96.6 | -7.2 | 94.8 | 95.2
CCOC(=O)COc1ccc(C(=O)Nc2cccc(Cl)c2C)cc1 | 88.8 | 102.9 | 0.0 | 91.8 | 95.6 | -7.2 | · | 93.6
COc1ccc(CNC(=O)C2CCN(S(=O)(=O)c3cccc4cccnc34)CC2)cc1 | 107.6 | 100.8 | 0.0 | 101.1 | 94.5 | 13.1 | 103.2 | 95.9
CCOc1cc(/C=N/n2cnnc2)ccc1OC(=O)c1cccc([N+](=O)[O-])c1 | 105.3 | 103.4 | 0.0 | 99.8 | 91.8 | -6.8 | 114.5 | 100.7
Cc1ccc2nc(NC(=O)CSc3nc(=O)n(CCCN(C)C)c4c3CCC4)sc2c1 | 91.2 | 92.8 | 0.0 | 92.4 | 104.7 | 10.2 | 89.0 | 96.0
COc1cc2c(cc1Cl)/C(=C\CCN(C)C)c1ccccc1S2 | 89.8 | 119.2 | 0.0 | 90.3 | 95.4 | 1.8 | 92.2 | 99.3
C/C(=N\NC(=O)c1cc2ccccc2cc1O)c1ccc(C)o1 | 92.4 | 107.0 | 0.0 | 92.7 | 98.1 | -2.2 | 91.6 | 95.7
Cn1c(COc2ccc(F)cc2)nnc1SCC(=O)NC1CC1 | 95.1[may fluoresce green] | 100.3 | 7.0 | 93.6[may fluoresce green] | 89.6[may fluoresce green] | 1.6 | 94.2[may fluoresce green] | 96.0[may fluoresce green]
Cc1nnc(SCC(=O)NCc2ccccc2Cl)n(N)c1=O | 102.8 | 95.2 | 0.0 | 98.9 | 102.8 | 24.8 | 102.2 | 94.9
CSc1ccccc1NC(=O)CN(C)CC(=O)c1[nH]c(C)c(C(C)=O)c1C | 99.4 | 99.1 | 0.0 | 102.7 | 94.6 | 4.0 | 98.3 | 104.6
O=C(Nc1ccc(Sc2ccc(Br)cc2)cc1)c1ccco1 | 99.5 | 94.0 | 0.0 | 99.3 | 98.5 | 13.6 | · | 102.6
CN(C)CC/C=C1\c2ccccc2Sc2ccc(Cl)cc21 | 89.7 | 105.5 | 0.0 | 99.2 | 94.9 | 18.4 | 84.9 | 98.6
O=C1CN(C(=O)C2CCC(=O)N(CCc3ccc(Cl)cc3)C2)CCN1 (stereo not drawn) | 93.2 | 86.6 | 2.0 | 107.1 | 81.3 | 9.1 | · | 100.6
CCOc1ccc(Cn2nnc(C(=O)Nc3cc(OC)cc(OC)c3)c2N)cc1 | 104.2 | 90.1 | 1.0 | 104.0 | 103.8 | -0.4 | 111.9 | 108.2
CC(C)(C)c1ccc(C(=O)N2CCC(C(=O)NCCC3=CCCCC3)CC2)cc1 | 99.9 | 91.9 | 74.0* | 101.6 | 112.6 | 1.8 | 99.4 | 102.3
Cc1nc2ccc(C(=O)c3ccccc3)cc2[nH]1 | 99.7 | 100.0 | 0.0 | 98.5 | 97.5 | 2.3 | 99.6 | 97.8
O=C(Nc1ccc(O)cc1)c1ccc2c(c1)C(=O)N(N1C(=O)c3ccccc3C1=O)C2=O | 95.5 | 98.2 | 4.0 | 92.7 | 95.8 | -0.1 | 95.6 | 95.7
Nc1n[nH]c(C2CCCCC2)n1 | 99.2 | 98.4 | 3.0 | 112.1 | 99.3 | -6.3 | 103.6 | 100.3
O=S1(=O)CCOC[C@H](CC2CCCCC2)N1Cc1cccc(F)c1 | 90.6 | 96.2 | 0.0 | 95.7 | 102.6 | 8.0 | 88.7 | 99.7
CCOc1ccc(N2C(=O)c3cccnc3C2Nc2ccc(OC)cc2)cc1 (stereo not drawn) | 96.4 | 106.3 | 0.0 | 94.4 | 96.4 | -1.5 | 98.8 | 90.0
CC(C)[C@H](NC(=O)Nc1cccc(Br)c1)C(=O)O | 83.6 | 126.2 | 0.0 | 100.0 | 85.7 | 46.3 | 84.3 | 96.2
COc1ccccc1Nc1nc2nonc2nc1N1CCC(C)CC1 | 102.2 | 103.6 | 2.0 | 107.6 | 96.1 | -2.9 | 107.7 | 97.1
Cc1cc(C)c(C)c(S(=O)(=O)NCC(=O)O)c1C | 108.3 | 88.8 | 1.0 | 105.3 | 104.9 | 8.6 | 103.2 | 112.8
COc1ccc(S(=O)(=O)NC(C)C(=O)NCc2ccncc2)cc1OC (stereo not drawn) | 102.5 | 97.5 | 1.0 | 100.8 | 103.4 | 11.9 | 100.8 | 100.6
COc1ccc(C)cc1N(C(=O)c1ccccc1F)c1nc2ccccc2s1 | 98.7 | 93.9 | 2.0 | 100.8 | 96.4 | 2.5 | 82.8 | 90.3
CC(C)(C)NC(=O)C(c1ccco1)N(C(=O)c1ccc(CN2CCOCC2)o1)c1ccccc1 (stereo not drawn) | 98.2 | 103.6 | 0.0 | 93.2 | 91.8 | -3.2 | 107.2 | 95.5
CC(=O)N1CCN(S(=O)(=O)c2cccc(C(=O)NCCC3=CCCCC3)c2)CC1 | 113.9 | 88.5 | 0.0 | 109.1 | 99.6 | 11.4 | 98.5 | 98.1
N#CC(C(=O)NC1CCCCC1)=C1CCCCC1 | 97.5 | 70.0 | 0.0 | 101.5 | 107.3 | 11.1 | 98.9 | 103.5

Profiles from above. Order of screens: AGP1 TOR yeast, Yeast superoxide, GRK2 inh, RPL19A-GFP yeast, LAP4 TOR yeast, VLA-4 inh, CIT2 TOR yeast, MEP2-GFP yeast
`COc1ccc(C)cc1N(C(=O)c1ccccc1F)c1nc2ccccc2s1` as listed: 98.7, 93.9, 2.0, 100.8, 96.4, 2.5, 82.8, 90.3
`CC(=O)N1CCN(S(=O)(=O)c2cccc(C(=O)NCCC3=CCCCC3)c2)CC1` as listed: 113.9, 88.5, 0.0, 109.1, 99.6, 11.4, 98.5, 98.1
